# Screens from PubChem BioAssay.
# AmpC detergent: AmpC beta-lactamase inhibition with detergent present. Potency, µM (series often up to 114 µM), inactives show at the highest dose activity change, negative = inhibition, most hits filed as inhibitors. AmpC hydrolysis of nitrocefin, absorbance 480 nm, 0.01% Triton. hit rate 0.041% among 370,000. P00811;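 note: potency is the fitted concentration of half-maximal effect; 0% = no-compound wells and -100% = no-enzyme wells; nearly all actives have a fitted effect of over 25% in size; some results filed as inactive show a strong effect at the top dose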
# Target sequence (P00811 whole entry, looked up): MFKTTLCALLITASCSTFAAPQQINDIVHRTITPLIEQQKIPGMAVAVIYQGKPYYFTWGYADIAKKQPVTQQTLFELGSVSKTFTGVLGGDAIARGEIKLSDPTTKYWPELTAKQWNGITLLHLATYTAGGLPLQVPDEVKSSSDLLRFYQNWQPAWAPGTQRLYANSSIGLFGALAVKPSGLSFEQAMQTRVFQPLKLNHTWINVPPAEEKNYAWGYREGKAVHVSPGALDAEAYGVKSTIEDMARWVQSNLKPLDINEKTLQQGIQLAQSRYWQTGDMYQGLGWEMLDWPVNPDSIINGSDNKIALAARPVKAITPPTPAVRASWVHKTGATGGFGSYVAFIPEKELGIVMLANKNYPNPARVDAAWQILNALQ
#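 AmpC (5.3 nM in the dispensed reagent) in 20 mM phosphate pH 7.0 with 0.01% (detergent screen) or 0.0001% Triton X-100 was preincubated with compounds for 15 min at room temperature. Nitrocefin was then added from an 800 uM solution, and hydrolysis was followed at 480 nm.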
# Sm TGR block: S. mansoni TGR enzyme inhibition | Q962Y6 | AID 485364 | purified TGR, DTNB reduction, TNB absorbance 405 nm | hit rate 3% among 360,000 | Potency, µM (highest dose often 114 µM), inactives show at the top dose activity change, negative = inhibition, actives largely listed as inhibitors; note: potency is the fitted concentration of half-maximal effect; nearly all actives have a fitted effect of over 60% in size
#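 First, TGR (20 nM dispensed) and NADPH were mixed with compound. Second, a 15 min room-temperature incubation followed. Third, further NADPH and then DTNB were added to start the reaction. Finally, TNB absorbance was monitored kinetically.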
# AmpC inh no detg: AmpC beta-lactamase inhibition without detergent | AmpC nitrocefin hydrolysis, absorbance 480 nm, 0.0001% Triton | Potency, µM (titrated, usually from 57.1 µM), without a hit: at the highest dose activity change, negative = inhibition, actives largely listed as inhibitors | AID 485341 | P00811 | hit rate 0.52% among 330,000;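 note: potency is the fitted concentration of half-maximal effect; plate controls were no compound for no effect and no enzyme for full effect; nearly all actives have a fitted effect of over 20% in size; some results filed as inactive show a strong effect at the top dose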
#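 AmpC (5.3 nM in the dispensed reagent) in 20 mM phosphate pH 7.0 with 0.01% (detergent screen) or 0.0001% Triton X-100 was preincubated with compounds for 15 min at room temperature. Nitrocefin was then added from an 800 uM solution, and hydrolysis was followed at 480 nm.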
# HCMV inh: inhibitors of human cytomegalovirus | HFF cells, HCMV-luciferase reporter, 72 h; stronger effect = lower value | activity change, negative = inhibition, % at 57.5 µM | hit rate 4.5% among 410,000 | AID 1259415; in the data active = activity change below about -60%; inconclusive = no clear call, values can overlap the other calls; inactive = above about -39%
#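 Human foreskin fibroblasts infected with luciferase-reporter HCMV at MOI 1 PFU/cell, compounds at two doses. Luciferase measured 72 h post infection; normalized to buffer-only basal and Salinomycin (10uM) controls.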
# FBPA Giardia inh: blocks Giardia fructose-bisphosphate aldolase activity; purified Giardia FBPA; Potency, µM (series often up to 59.6 µM), for inactives: at the highest dose activity, negative = inhibition, actives largely listed as inhibitors; hit rate 0.71% among 290,000; note: potency is the fitted concentration of half-maximal effect; nearly all actives have a fitted effect of over 55% in size
# Target sequence (A8B2U2 whole entry, looked up): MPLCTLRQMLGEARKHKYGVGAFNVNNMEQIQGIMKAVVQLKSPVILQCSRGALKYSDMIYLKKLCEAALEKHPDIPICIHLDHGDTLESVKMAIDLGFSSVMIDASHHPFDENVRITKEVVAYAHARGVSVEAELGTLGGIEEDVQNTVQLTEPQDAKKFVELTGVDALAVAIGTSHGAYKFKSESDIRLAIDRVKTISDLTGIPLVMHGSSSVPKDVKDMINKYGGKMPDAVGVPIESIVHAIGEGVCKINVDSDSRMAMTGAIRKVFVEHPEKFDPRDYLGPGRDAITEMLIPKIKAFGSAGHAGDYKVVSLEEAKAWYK
#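 Giardia FBPA (40 nM reagent) was preincubated 10 min at RT with compound (up to 57.5 uM final), then substrate plus GAPDH/TPI/NAD/arsenate coupling system with diaphorase/resazurin was added; resorufin fluorescence (525/598 nm) was read after 20 min.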
# AMA1 RON2 block: disrupts binding of P. falciparum AMA1 to RON2 | AlphaScreen AMA1-biotinylated RON2 peptide binding | Potency, µM (doses to about 58.2 µM), inactives show at the top dose activity change, negative = inhibition, actives largely listed as inhibitors | hit rate 0.2% among 360,000 | AID 720542;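 note: potency is the fitted concentration of half-maximal effect; 0% = vehicle wells and -100% = peptide control; nearly all actives have a fitted effect of over 45% in size; some results filed as inactive show a strong effect at the top dose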
#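 AMA1 (3D7) with his tag at 25 nM final met compounds first, then biotinylated RON2 peptide at 25 nM; detection used donor plus acceptor beads, 10 µg/mL apiece, read by AlphaScreen after 30 min at room temperature.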
# The depositor's hits bear a star; u = inconclusive; x = no result given; & = joins results of further samples; [ ] = dose if it differs, or a comment. Unless noted, calls come from the whole dose curve; as a rule, active = well fitted curve in the direction sought with a large enough effect; inconclusive = small, poorly fitted or top-dose-only effect, or another doubt; inactive = no such curve, though single readings can be large; an effect the other way counts as inactive or inconclusive. Unless noted, % is set by controls: 0 for no effect and ±100 for the full control effect.
nr	Molecule	AmpC detergent	Sm TGR block	AmpC inh no detg
1	COc1ccc(C(C[N+](=O)[O-])C2(c3ccc(OC)c(OC)c3)C(=O)c3ccccc3C2=O)cc1 (stereo unspecified)	-12%	0%	24%
2	O=c1[nH]c(Cc2ccccc2Cl)nc2ccccc12	-8%	u	-17%
3	Cc1c[n+]([O-])n(-c2ccc(C(=O)O)cc2)n1	u	3%	-6%
4	O=c1c(Cl)c(NCCO)ncn1-c1ccccc1	-2%	7%	-9%
5	CC(=O)NC(NC(=S)Nc1ccccc1Br)C(Cl)(Cl)Cl (stereo unspecified)	0%	-11%	-10%
6	O=C1CC(c2ccccc2)CC(O)=C1C=NCc1ccccc1Cl (stereo unspecified)	-1%	-1%	-24%
7	CC1(C)CC(=O)c2cc(OCC(=O)NCCCN3CCN(c4ccc(F)cc4)CC3)ccc2O1	-10%	-1%	104%[activator]
8	COc1cc(NC(=O)CSc2nnc3c(C)cc4cc(C)cc(C)c4n23)c(C(=O)O)cc1OC	-7%	15%	-6%
9	O=C1C2C(c3ccccc3)=NN(c3ccccc3)C2C(=O)N1c1ccccc1 (stereo unspecified)	3%	-12%	u
10	O=C1CCCN1c1ncc(S(=O)(=O)c2ccc([N+](=O)[O-])cc2)s1	1%	49%[activator]	-22%
11	CCc1ccccc1NC(=O)CCS(=O)(=O)c1ccc(C)cc1	1%	-10%	-12%
12	CCOc1cc(CNCCO)ccc1OCC(=O)NC(C)(C)C	2%	x	-17%

nr	HCMV inh	FBPA Giardia inh	AMA1 RON2 block
1	x	-14%	u
2	-31	-2%	17%
3	45	1%	-3%
4	-2	4%	12%
5	-30	-6%	-8%
6	-81*	-20%	5%
7	u	9%	-11%
8	-23	-8%	23%
9	-16	-5%	-6%[11.6 µM]
10	-23	-26%	5%
11	-32	-3%	-13%
12	-17	1%	-2%

# Next part; the last 2 above are carried over.
nr	Molecule	AmpC detergent	Sm TGR block	AmpC inh no detg
11	CCc1ccccc1NC(=O)CCS(=O)(=O)c1ccc(C)cc1	1%	-10%	-12%
12	CCOc1cc(CNCCO)ccc1OCC(=O)NC(C)(C)C	2%	x	-17%
13	CSc1nc(-c2ccco2)nn1S(=O)(=O)c1ccccc1	-7%	-7%	-7%
14	Cc1nn(-c2ccc(N3CCCC3)nn2)c(C)c1CCC(=O)N1CCN(c2ccc(F)cc2)CC1	23%	4%	x
15	N#Cc1cccc(CS(=O)(=O)c2ccc(Cl)cc2)c1	3%	8%	-27%
16	O=C(CCN1C(=O)[C@@H]2Cc3ccccc3CN2C1=O)NCCc1ccccc1	-10%	0%	20%
17	CNC(=S)N/N=C/c1cc(C)ccc1C	0%	-15%	-35%
18	O=C(Nc1cccc2ncccc12)C(Cl)(Cl)Cl	-5%	6%	-12%
19	CN(C(=O)c1cnccn1)c1nnc(-c2cnccn2)s1	u	0%	-7%
20	Cc1cccc(/C=C(\C(=O)O)c2ccc(S(=O)(=O)N3CCCC3)s2)c1	x	x	32µM*
21	O=C(c1ccccc1)c1cc(-c2ccccc2)on1	-1%	-18%	-24%
22	O=C(Nc1nnc(SCc2ccccc2)s1)c1cc2c(s1)CCCC2	4%	8%	-20%
23	O=C(Nc1nnc(S(=O)(=O)N2CCCCC2)s1)c1ccccc1Br	-12%&3%	1%&7%	-32%
24	CC1CCC(NC(=O)CCN2C(=O)C3C4C=CC(C4)C3C2=O)CC1 (stereo unspecified)	-12%	-20%	-10%

nr	HCMV inh	FBPA Giardia inh	AMA1 RON2 block
11	-32	-3%	-13%
12	-17	1%	-2%
13	x	11%	x
14	-39	x	x
15	-26	2%	-4%
16	0	x	-2%
17	-19	-25%	82%[activator]
18	25	1%	-3%
19	6	6%	19%
20	-15	x	-29%
21	50	-5%	58%[activator]
22	-1	5%	-1%
23	-6&-2	-21%	15%
24	-28	-1%	2%

# Quoted at random: four records from the list.
nr	Molecule	AmpC detergent	Sm TGR block	AmpC inh no detg
19	CN(C(=O)c1cnccn1)c1nnc(-c2cnccn2)s1	u	0%	-7%
20	Cc1cccc(/C=C(\C(=O)O)c2ccc(S(=O)(=O)N3CCCC3)s2)c1	x	x	32µM*
17	CNC(=S)N/N=C/c1cc(C)ccc1C	0%	-15%	-35%
18	O=C(Nc1cccc2ncccc12)C(Cl)(Cl)Cl	-5%	6%	-12%

nr	HCMV inh	FBPA Giardia inh	AMA1 RON2 block
19	6	6%	19%
20	-15	x	-29%
17	-19	-25%	82%[activator]
18	25	1%	-3%

# Continued:
nr	Molecule	AmpC detergent	Sm TGR block	AmpC inh no detg
25	O=C(Nc1ccc(Cl)cn1)c1cc(S(=O)(=O)N2CCCCC2)ccc1Cl	-11%	0%	-18%
26	Cc1ccc(OCC(=O)N2CCN(C3=NS(=O)(=O)c4ccccc43)CC2)cc1	-13%	-6%	-24%
27	COc1ccc(-c2nn(C)c3sc(C(=O)NCc4ccco4)cc23)cc1OC	-5%	-11%	-13%
28	O=c1c2c([nH]c3ccccc13)CCC2	3%	-2%	-6%
29	O=S(=O)(NCCc1ccncc1)c1ccc(Br)cc1	2%	5%	-13%
30	CC1CN(C(C)C(=O)NNC(=O)c2ccc(F)cc2)CC(C)O1 (stereo unspecified)	x	x	-7%
31	COc1ccc(N(CC(=O)NCc2ccco2)S(C)(=O)=O)cc1	u	u	-4%
32	Cc1nn(-c2ccccc2)c2c1cc1c(=O)[nH]c(=O)nc-1n2-c1cccc(Cl)c1	1%	-10%	x
33	O=C(CNC(=O)OCc1ccccc1)NCC(=O)N1CCCC1C(=O)OCc1ccccc1 (stereo unspecified)	-12%	-7%	52%
34	Cc1cc(OCc2nc(-c3cccs3)no2)cc(C)c1Cl	u	4%	-12%
35	Cc1nc(Cc2nnc(SCC(=O)N3CCN(c4ccc(O)cc4)CC3)o2)cs1	-4%	3%	-12%
36	CCC(=O)N1c2ccccc2CC1C(=O)NCCc1ccccc1Cl (stereo unspecified)	7%	0%	x

nr	HCMV inh	FBPA Giardia inh	AMA1 RON2 block
25	-20	1%	0%
26	-4	-1%	-25%
27	13	2%	8%
28	-15	-6%	3%
29	-9	7%	1%
30	-23	x	56%[activator]
31	57	5%	3%
32	14	x	x
33	-37	x	-11%
34	-39	0%	57%[activator]
35	-19	x	10%
36	3	x	x

# Numbers 35 through 36, quoted:
nr	Molecule	AmpC detergent	Sm TGR block	AmpC inh no detg
35	Cc1nc(Cc2nnc(SCC(=O)N3CCN(c4ccc(O)cc4)CC3)o2)cs1	-4%	3%	-12%
36	CCC(=O)N1c2ccccc2CC1C(=O)NCCc1ccccc1Cl (stereo unspecified)	7%	0%	x

nr	HCMV inh	FBPA Giardia inh	AMA1 RON2 block
35	-19	x	10%
36	3	x	x

# Remaining list, next part
nr	Molecule	AmpC detergent	Sm TGR block	AmpC inh no detg
37	O=C(O)C(CCCCN1C(=O)c2ccccc2C1=O)N1C(=O)c2ccccc2C1=O (stereo unspecified)	3%	-9%	-11%
38	CC(NC(=O)CN1C(=O)NC(C)(C2CC2)C1=O)c1ccc(F)cc1 (stereo unspecified)	u	0%	-10%
39	Cc1ccc(CN2CCCn3nc(C(=O)NCCc4ccccc4Cl)cc3C2=O)cc1	0%	u	x
40	Cc1cc(C(=O)OCC(=O)NCc2ccc(Cl)cc2Cl)c(C)o1	7%	-18%	-19%
41	O=C(COc1ccc(Cl)cc1Cl)Nc1ccc(CN2CCCCC2)cc1	-4%	x	47%
42	Cc1noc(C)c1-c1ccc2ncnc(NCC3CCCCN3C)c2c1 (stereo unspecified)	6%	-4%	-8%
43	CC(=O)Nc1cc(-c2nc3ccccc3o2)ccc1Cl	-11%	-25%	-10%
44	Fc1ccc(-c2n[nH]c(=S)n2Cc2ccccc2)cc1	4%	6%	-28%
45	COCCCN(Cc1cccs1)S(=O)(=O)c1c[nH]c(C(=O)OC)c1	-1%	0%	-5%
46	COc1cc(NS(=O)(=O)c2ccc(NC(=O)c3ccc(OC)c(Br)c3)cc2)nc(OC)n1	-7%	0%	x
47	Cc1ccc2ncccc2c1[N+](=O)[O-]	u	-3%	-11%
48	CCCC(=O)N1CCN(c2nc3ccc(Br)cc3s2)CC1	-13%	-1%	110%[activator]

nr	HCMV inh	FBPA Giardia inh	AMA1 RON2 block
37	-1	8%	2%
38	-26	x	4%
39	14	x	x
40	-9	x	-6%
41	-28	-2%	-3%
42	-2	0%	x
43	98	13%	4%
44	x	21%	69%[activator]
45	-17	-13%	-3%
46	42	x	x
47	-23	-1%	19%
48	-68*	x	-1%

# New compounds follow:
nr	Molecule	AmpC detergent	Sm TGR block	AmpC inh no detg
49	O=C(CCn1ccc2ccccc21)Nc1ccc(N2CCOCC2)cc1	-4%	-12%	160%[activator]
50	Cn1cnnc1SCc1cccc(Br)c1	3%	7%	16%
51	C=CCn1c(COc2ccccc2F)nnc1SCC(=O)Nc1cc(C)on1	-14%	4%	-19%
52	Cc1nn(Cc2ccccc2Cl)c(C)c1NC(=O)c1noc2c1CCCCC2	4%	-16%	70%[activator]
53	COc1cccc2c1c(NC(=O)c1cc(C)on1)nn2C	6%	1%	-9%
54	Cc1nn(CC(=O)N2CCN(c3ccccc3)CC2)c(=O)c2ccccc12	-10%	6%	9%
55	CCOC(=O)c1ccc(/C=C2\c3ccccc3C(=O)N2c2ccccc2)cc1F	x	x	-36%
56	C[C@@]12C(=O)Nc3ccccc3C(=O)N1[C@H]1c3cc(Cl)ccc3OC[C@@H]1[C@@H]2c1ccccc1	x	x	-11%
57	Cc1c(Cl)cccc1NC(=O)CSc1nc2ncc(Cl)cc2[nH]1	-10%	-15%	-41%
58	CCOc1ccc(OCCC(=O)OCC(=O)N2CCN(c3ccc(OC)cc3)CC2)cc1	-17%	-2%	-6%
59	CC1(C(=O)NC2CCCCCCC2)CCC(=O)N1Cc1cccnc1 (stereo unspecified)	u	0%	-2%
60	CC(C)CCn1nnnc1CN1CCN(c2ccccc2)CC1	-4%	x	67%[activator]
61	N#Cc1nc(/C=C/c2ccc(F)cc2)oc1N1CCN(c2ccccc2)CC1	5%	1%	x

nr	HCMV inh	FBPA Giardia inh	AMA1 RON2 block
49	7	-7%	-22%
50	-25	-3%	-7%
51	6	-1%	11%
52	u	4%	-23%
53	u	-10%	-2%
54	-14	3%	0%
55	34	x	-4%
56	-37	x	-6%
57	-16	u	0%
58	-4	x	-7%
59	u	6%	7%
60	-15	6%	-14%
61	1	x	x
